Compound activity: PubChem BioAssay, several laboratories
RSV antiviral HEp-2 – RSV antiviral activity via CPE protection, HEp-2 cells, primary 10 µM value included (AID 2391). CPE inhibition, % at 10 µM; hits with a dose series show IC50 in µM. HEp-2 cells, RSV-induced CPE inhibition; higher % means a stronger effect. actives 0.13% (n = 310,000); in the data active = a potency from the dose series; inconclusive = CPE inhibition mostly from about 23% at the one dose, without a potency; inactive = the rest, 99 in 100 with CPE inhibition below about 21%; also: strong numbers were not always called active
Large T inhibition – SV40 large T antigen inhibitors, biochemical (AID 1903); SV40 large T antigen ATPase/helicase inhibition assay; higher % means a stronger effect; inhibition, % at 20 µM, or IC50 in µM where a hit was titrated; actives 0.39% (n = 310,000); in the data active = a potency from the dose series; inconclusive = inhibition mostly from about 32% at the one dose, without a potency; inactive = the rest, 99 in 100 with inhibition below about 32%; also: strong numbers were not always called active
NTR1 ag – agonists of NTR1, primary screen, imaging, U2OS cells, beta-arrestin-GFP, high content (AID 493036) | activation, % at 20 µM | P30989 | actives 0.17% (n = 330,000) | NTR1-U2OS beta-arrestin-GFP spot imaging, agonist mode;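 active = activation at or above 40% of the spot to cytoplasm intensity ratio, with at least 20 cells analyzed; inconclusive = wells under 20 cells, flagged as cytotoxic or low count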;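 also: 0% = DMSO without peptide and 100% = 100 nM NTR1 peptide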
Target sequence (P30989 whole entry, looked up): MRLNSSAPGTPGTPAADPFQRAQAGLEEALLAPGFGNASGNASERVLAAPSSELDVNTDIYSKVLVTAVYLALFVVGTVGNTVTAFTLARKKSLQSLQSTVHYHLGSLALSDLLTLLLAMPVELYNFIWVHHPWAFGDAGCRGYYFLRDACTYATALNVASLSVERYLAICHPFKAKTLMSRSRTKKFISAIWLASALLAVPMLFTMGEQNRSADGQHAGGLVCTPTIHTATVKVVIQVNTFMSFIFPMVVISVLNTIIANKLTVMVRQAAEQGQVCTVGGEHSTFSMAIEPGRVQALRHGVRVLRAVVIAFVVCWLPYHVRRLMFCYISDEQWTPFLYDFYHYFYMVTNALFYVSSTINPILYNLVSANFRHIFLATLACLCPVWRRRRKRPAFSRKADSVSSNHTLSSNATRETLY
AID2073 – disruptors of CaV2.2 binding to Mint1 – biochemical, HTRF (AID 2073) | one-dose inhibition, % at 20 µM; IC50 in µM for titrated hits | actives 0.19% (n = 290,000) | HTRF protein-protein interaction, Mint1-CaV2.2; higher % means a stronger effect; in the data active = inhibition mostly above about 51%, no sharp cut-off; inconclusive = no clear call, values can overlap the other calls; inactive = mostly below about 53%; also: some results filed as inactive read as strong as hits
Dengue-2 NS5 capping – flavivirus cap methylation enzyme inhibition – biochemical, confirmation dose response, primary screen (AID 588689). actives 0.3% (n = 340,000). one-dose inhibition, % at 25 µM; IC50 in µM for titrated hits. Dengue-2 NS5 methyltransferase capping enzyme assay, biochemical; higher % means a stronger effect; in the data active = a potency from the dose series; inconclusive = inhibition above about 29% without an active follow-up result
West Nile antiviral – West Nile virus antiviral activity, cell-based, CPE readout (AID 1621) | West Nile virus-infected cells, CPE inhibition; higher % means a stronger effect | CPE inhibition, % at 10 µM; hits with a dose series show IC50 in µM | actives 0.02% (n = 290,000); in the data active = a potency from the dose series; inconclusive = CPE inhibition mostly from about 3.7% at the one dose, without a potency; inactive = the rest, 99 in 100 with CPE inhibition below about 2.2%; also: strong numbers were not always called active
SIAH1 antagonists – Siah-1 peptide-binding antagonists, primary screen, biochemical, fluorescence polarization, rhodamine-plectin, uHTS (AID 1817); Siah-1 / rhodamine-plectin peptide fluorescence polarization; higher % means a stronger effect; displacement, % at 20 µM; hits with a dose series show IC50 in µM; actives 0.02% (n = 290,000);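 active = displacement of at least 50% at 20 µM, with a fluorescence ratio check between 0.3 and a set limit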;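 also: plate controls were Siah plus tracer with DMSO for no effect and tracer alone without Siah for full effect; strong numbers were not always called active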
UTI89 phage lysis – inhibition of K1F phage lysis, E. coli UTI89, bacterial capsule biogenesis inhibitors, alamar blue (AID 488966); E. coli UTI89 K1F phage lysis, alamar blue, 2 h; higher % means a stronger effect; one-dose inhibition, % at 100 µM; IC50 in µM for titrated hits; actives 0.02% (n = 340,000);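 active = phage lysis inhibition, versus mean bacterial control, above a set limit; inconclusive = no clear call, values can overlap the other calls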;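 also: capsule biogenesis inhibitors block K1F phage lysis so surviving cells raise fluorescence; higher fluorescence means more inhibition of phage lysis; actives were called in the ten point dose series up to 300 µM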
MgcRacGAP inhibition – MgcRacGAP GTPase-activating activity inhibitors, confirmation, biochemical, ADP Hunter fluorescence. MgcRacGAP-stimulated Rac1 GTP hydrolysis, ADP Hunter fluorescence; higher % means a stronger effect; GST-tagged Rac1 F28L mutant substrate. inhibition, % at 30 µM; hits with a dose series show IC50 in µM. actives 0.6% (n = 340,000);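 active = first-screen hits whose inhibition reached a set limit at any dose in the follow-up dose series; inconclusive = inhibition above the set first-screen limit but never retested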;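 also: fluorescence reports GDP produced by GAP-driven GTP hydrolysis; strong numbers were not always called active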
NTR1 ag cell count 20 µM – also measured in NTR1 ag; calls as there; cell count; measured here: cell count, cytotoxicity flag
Dengue-2 NS5 capping pilot replicate – further read-out of Dengue-2 NS5 capping, marked with its call; inhibition, %; measured here: pilot screen replicate inhibition
Starred values were filed as active, the others as inactive; ? = inconclusive; · = not tested or not shown; [ ] = another dose, or the depositor's remark.

SMILES	RSV antiviral HEp-2	Large T inhibition	NTR1 ag	NTR1 ag cell count 20 µM	AID2073	Dengue-2 NS5 capping	West Nile antiviral	SIAH1 antagonists	UTI89 phage lysis	MgcRacGAP inhibition	others
CCCn1c(=O)c(C(=O)NNC(=O)c2ccccc2Cl)c(O)c2ccccc21	8.4%	5.8%	11.0	66	28.2%	2.2%	0.2%	-6.8%	0.1%	3.4%
CC(C)NC(=O)N(C)C[C@H]1Oc2c(NS(=O)(=O)c3cccs3)cccc2C(=O)N([C@H](C)CO)C[C@@H]1C	·	·	-1.6	52	·	-0.8%	·	·	-0.5%	0.0%
CC(C)c1onc(C(=O)NC2CCCCC2)c1[N+](=O)[O-]	0.3%	10.7%	-0.8	88	7.4%	-4.5%	-0.2%	21.8%	0.2%	9.0%
CCN(CC)CCNC(=O)NC1CCCCC1	0.6%	0.1%	2.7	77	-5.2%	-7.5%	-0.1%	-0.4%	0.4%	-11.7%	Dengue-2 NS5 capping pilot replicate=4.7
CCn1c(SCC(=O)NCC(=O)Nc2ccc(F)cc2)nnc1-c1cccs1	1.0%	3.4%	-0.7	49	15.9%	0.7%	-0.6%	1.4%	-1.8%	0.4%
Cc1ccc(NC(=O)COC(=O)/C(=C/c2cccs2)c2cccs2)cc1S(=O)(=O)N(C)C	16.8%	4.4%	7.9	76	8.7%	3.2%	-0.3%	8.6%	2.3%	-1.2%
Nc1c(N(CCC2=CCCCC2)C(=O)c2ccccc2F)c(=O)[nH]c(=O)n1Cc1ccccc1	0.0%	·	3.2	65	·	3.7%	·	·	0.6%[50 µM]	2.7%
COc1ccc(OC)c(NC2c3ncccc3C(=O)N2Cc2ccco2)c1 (stereo unspecified)	6.5%	18.9%	2.5	53	22.8%	2.4%	0.2%	-2.7%	6.4%	5.2%
O=C(CNC(=O)c1ccc2c(c1)OCCO2)N/N=C/c1ccco1	1.1%	6.3%	0.0	50	2.2%	4.6%	0.2%	-0.6%	-1.0%	1.9%
Cc1c(C(=O)OCC(=O)NC2CCCCC2)oc2ccccc12	0.6%	·	1.2	60	·	-8.5%	·	·	0.7%[50 µM]	3.2%
O=c1[nH]nc(-c2ccc(F)cc2)cc1-c1ccccc1	2.2%	0.5%	·	·	7.2%	-4.6%	0.1%	10.2%	-0.3%[50 µM]	9.3%
COc1ccccc1NC(=O)CN1CCN(CC(=O)Nc2ccc(F)cc2F)CC1	·	·	-0.2	82	5.2%	7.2%	-0.3%	3.5%	0.2%	·
COc1cc(NC(=O)CSc2nnc(-c3cc(C)on3)o2)cc(OC)c1	0.1%	2.7%	0.0	38	10.4%	-2.4%	0.9%	-3.0%	0.1%	2.7%
CCCCn1c(-c2ccc([N+](=O)[O-])cc2)n[nH]c1=S	0.2%	1.2%	0.0	42	?	-1.4%	0.2%	1.0%	-0.6%	13.7%
O=C(N/N=C/c1cc2c(cc1Br)OCO2)c1cccnc1	2.0%	12.3%	0.8	36	12.2%	-8.6%	0.6%	-1.3%	-0.2%	2.7%
CCCN(CCO)C1CCN(CCc2ccccc2)CC1	-0.9%	1.8%	0.7	56	-5.2%	-3.9%	-0.1%	0.3%	-1.0%	-18.6%
COc1ccc(Br)cc1CNC(=O)CN1C(=O)C(c2ccccc2)Oc2cccnc21 (stereo unspecified)	4.3%	0.1%	5.4	64	28.2%	9.7%	1.0%	1.4%	-0.1%	1.5%
Cc1cccc(C(=O)OCc2cncs2)c1	2.3%	-3.1%	-0.8	33	-7.2%	-5.6%	0.6%	-2.0%	-0.2%	4.6%
CCOC(=O)c1c(-c2cccs2)csc1NC(=O)c1ccncc1	8.5%	-1.0%	5.0	84	-4.8%	1.3%	-0.1%	1.4%	0.1%	8.2%
COc1ccc(-c2csc(N(CCCN(C)C)C(=O)c3ccc(F)cc3)n2)cc1	0.7%	0.8%	-0.4	67	-5.3%	2.7%	0.4%	2.6%	-1.1%	-0.6%
CCC(Sc1ccc2nnc(CCNS(=O)(=O)c3ccc(OC)cc3)n2n1)C(=O)OC (stereo unspecified)	1.1%	24.2%	0.8	46	2.9%	0.0%	-0.1%	5.0%	0.3%	7.4%
CS(=O)(=O)Nc1ccc(C2=NN(S(=O)(=O)c3ccc(F)cc3)C(c3ccco3)C2)cc1 (stereo unspecified)	?	10.3%	3.3	35	24.3%	-15.3%	-0.3%	-3.3%	-0.2%	8.9%
NC(N)=NCCCC(NC(=O)c1ccccc1)C(=O)Nc1ccc([N+](=O)[O-])cc1 (stereo unspecified)	-2.2%	9.9%	0.6	59	·	5.9%	·	·	?	5.4%
O=C(/C=C/Nc1ccc(Oc2ccccc2)cc1)c1ccco1	-0.9%	5.0%	6.7	23	21.3%	-2.5%	-0.9%	0.6%	-1.3%	-3.0%
O=C(OCc1ccc(Br)cc1)c1cccc(S(=O)(=O)N2CCCC2)c1	5.4%	5.3%	4.4	75	·	-11.5%	·	·	1.1%[50 µM]	0.1%
CC(=O)c1sc(NC(=O)C(C)(C)C)nc1C	-0.8%	10.9%	1.1	48	24.8%	-1.1%	0.5%	6.3%	1.4%	11.8%
CC(Oc1ccc(Cl)cc1)C(=O)Nc1nccs1 (stereo unspecified)	2.5%	14.2%	0.3	97	-3.6%	-4.8%	1.2%	-2.6%	0.3%	5.9%
COc1ccc(CNC(=O)CNC(=O)c2sc3ccccc3c2Cl)cc1OC	-0.1%	11.3%	1.7	47	·	-3.6%	·	·	1.1%[50 µM]	3.2%
COc1cc2oc(=O)ccc2c(OC)c1CC(O)C(C)(C)O (stereo unspecified)	3.0%	12.0%	1.3	43	16.5%	-15.5%	1.4%	5.1%	2.3%	11.7%
CN(C(=O)COc1ccc2c(-c3ccccc3)cc(=O)oc2c1)C1CCS(=O)(=O)C1 (stereo unspecified)	-1.0%	10.1%	-1.0	48	-1.5%	-4.1%	-0.2%	2.3%	-0.1%	13.8%
COc1ccc(OC)c(/C=C/C(=O)c2ccc(Cl)cc2)c1	4.5%	-0.5%	4.4	65	10.6%	-14.5%	?	-1.2%	0.7%	3.7%
CCCNC(=O)c1c(NC(=O)C2COc3ccccc3O2)sc2c1CCCC2 (stereo unspecified)	4.7%	6.2%	-0.2	36	5.7%	-1.6%	-0.1%	1.9%	1.1%	31.4%
CCc1nccn1CCC(=O)N1CCCC(Nc2ccc(C(C)C)cc2)C1 (stereo unspecified)	1.4%	5.2%	2.3	69	17.9%	1.3%	-0.2%	-1.0%	0.0%	10.8%
COc1ccccc1Nc1nc(-c2sc(NC(=O)c3ccco3)nc2C)cs1	6.0%	17.4%	0.6	63	11.1%	-4.4%	?	-3.0%	0.2%	9.0%
Cc1ccc(NS(=O)(=O)c2c(C)[nH]c(=O)[nH]c2=O)c(C)c1	0.4%	1.8%	1.2	89	8.9%	-2.3%	0.3%	1.8%	-0.7%[50 µM]	6.2%
Clc1ccc(/C=C\c2nccc3c2[nH]c2ccccc23)cc1	·	11.4%	·	·	25.9%	-9.3%	-1.2%	2.8%	-1.4%	-2.0%
CC1(O)CC(c2ccc(Cl)cc2)=NN1C(=O)c1ccc([N+](=O)[O-])cc1 (stereo unspecified)	3.4%	8.7%	5.3	24	-5.7%	4.4%	-1.2%	-10.8%	-2.4%	4.7%
Cc1ccnc(Sc2nc3c(c(=O)[nH]c(=O)n3C)n2CCCc2ccccc2)n1	?	1.6%	-1.1	96	-4.9%	-2.2%	0.2%	0.0%	4.4%	1.9%
CN(C)S(=O)(=O)Oc1cccc(C(=O)Nc2cccc(Cl)c2)c1	3.8%	13.5%	-1.1	85	-2.3%	-8.6%	-1.1%	2.9%	-0.1%	1.6%
COC(=O)c1ccc(N=NN2CCCCCC2)cc1	13.3%	-2.9%	1.0	77	4.5%	1.3%	0.5%	-1.4%	0.5%	7.9%
COc1ccccc1C(=O)Nc1ccc(Br)cc1C	14.9%	3.1%	1.4	56	-0.2%	-0.7%	-0.8%	-1.9%	0.2%	4.5%
CCCCc1cc(-c2n[nH]c(=S)o2)c2ccccc2n1	10.1%	5.5%	-1.8	84	-12.6%	3.9%	0.4%	-8.2%	-0.1%	·
CC(=O)Nc1ccc(NC(=O)C(C)Sc2n[nH]c(-c3cccs3)n2)cc1 (stereo unspecified)	0.8%	·	1.3	101	·	-3.8%	·	·	0.3%[50 µM]	-0.1%
CCN1CCN(C(CNS(=O)(=O)c2ccc(OC)c(C)c2)c2cccnc2)CC1 (stereo unspecified)	0.7%	-2.1%	1.2	63	8.6%	3.3%	-0.1%	-3.7%	1.9%[50 µM]	12.9%
Cc1ccc(S(=O)(=O)NN2Cc3ccccc3C2=N)cc1	1.6%	6.0%	0.7	48	4.8%	-0.7%	-0.8%	-1.5%	0.2%	4.7%
CCS(=O)(=O)c1nc(S(=O)(=O)c2ccc(C)cc2)c(N2CC(C)CC(C)C2)s1 (stereo unspecified)	14.8%	7.1%	5.7	56	4.7%	6.2%	0.1%	0.0%	0.1%	9.9%
CN(C)S(=O)(=O)c1ccc(N2CCCC2)c(C(=O)NCC(=O)Nc2ccc(F)c(F)c2)c1	0.6%	·	-1.9	61	·	5.2%	·	·	0.5%[50 µM]	1.5%
S=c1[nH]nc(C2CCCCC2)o1	0.7%	12.2%	-1.1	52	-6.9%	-4.4%	2.5%	-1.5%	0.5%	3.4%
Cc1cc(C)cc(OCC(=O)Nc2cc(NC(=O)COc3cc(C)cc(C)c3)cc(C(=O)O)c2)c1	?	14.0%	0.9	59	16.7%	3.3%	0.5%	2.5%	-0.3%	5.6%	Dengue-2 NS5 capping pilot replicate=1.5
COc1ccc(S(=O)(=O)Nc2ccc(N3CCOCC3)cc2)cc1[N+](=O)[O-]	2.1%	20.6%	0.7	65	-4.7%	-4.4%	0.6%	0.6%	-0.5%	1.8%
Cc1cccn2c1nc(=S)n2C(=O)c1ccco1	0.1%	6.3%	·	·	-9.4%	10.9%	0.7%	18.4%	-2.5%	5.4%
COc1cc(C=O)ccc1OC(=O)c1ccc(C(C)C)cc1	-1.1%	21.4%	8.0	57	-1.5%	4.5%	0.1%	-5.3%	-0.3%	7.4%
CC(C)(C)c1ccc(S(=O)(=O)N2C=CC(C(F)(F)F)=NCC2)cc1	2.6%	0.9%	4.1	51	3.3%	0.7%	-0.4%	6.8%	1.7%	2.3%
